PLK1 PBD block = blocks phosphopeptide binding to human PLK1 polo-box domain | Potency, µM, inactives show max response, negative = inhibition, hits mostly inhibitors | actives 2.8% (n = 360,000) | Plk1 PBD binding of FITC phosphopeptide, fluorescence polarization | AID 720504; further: potency means the concentration at half of the fitted maximal effect; series mostly up to about 57 µM; on the % scale 0 is the no-effect control and ±100 the full control effect; nearly all actives have a fitted effect of over 65% in size
Mm-Cpn inhibitor = M. maripaludis TRiC chaperonin inhibition | actives 0.031% (n = 330,000) | Potency, µM (series often up to 76.9 µM), for the others: at the highest dose activity, negative = inhibition, actives largely listed as inhibitors | AID 504842 | purified Mm-Cpn ATPase, ADP Transcreener TR-FRET; further: potency means the concentration at half of the fitted maximal effect; on the % scale 0 is the no-effect control and ±100 the full control effect; nearly all actives have a fitted effect of over 80% in size
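Eu-cryptate anti-ADP/ADP-d2 competition gives a ratio inversely related to ADP. Enzyme at 25 nM was pre-exposed to compound for 10 min, then given 10 uM ATP for 30 min, 37°C throughout.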
PI5P4K alpha inh = PI5P4K alpha (human) kinase inhibition; PI5P4Kalpha enzyme, ADP-Glo luminescence, 60 min; hits give low values; max response, %; actives 1.2% (n = 330,000); active means max response of -50% or lower; inconclusive means between -30% and -50%; inactive means -30% or higher; further: value at the top dose of about 77 µM; on the % scale 0 is the no-effect control and ±100 the full control effect
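ADP-Glo luminescence end-point read after a 60 min room-temperature kinase reaction of PI5P4Kalpha plus substrate, initiated with ATP at 5 microM final. Buffer: 0.038 M HEPES pH 7.4, EGTA, 0.1% CHAPS, 5% DMSO.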
CCT chaperon mod = changes cytosolic chaperonin activity; purified chaperonin ATPase assay, HTRF ADP detection, 30 min; activity change, % (test concentration not listed), hits read low; actives 0.3% (n = 360,000); in the data active means activity change below about -30%; further: on the % scale 0 is the no-effect control and ±100 the full control effect
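Enzyme 40 or 20 nM (batch-dependent) in Tris pH 7.4/KCl/MgCl2/DTT; cpd 76 uM single point; ATP 10 uM; 30 min 37 °C; Transcreener ADP HTRF detection, 30 min RT; ratio 665/615.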
EPAC1 antag = EPAC1 (human) antagonism | O95398 | EPAC1 GEF assay, Rap1b-BODIPY-GDP exchange fluorescence | Potency, µM (highest dose often 115 µM), for inactives: top-dose activity change, negative = inhibition, hits mostly inhibitors | actives 0.14% (n = 360,000) | AID 720709;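 further: potency means the concentration at half of the fitted maximal effect; plate controls were vehicle for no effect and positive control for full effect; nearly all actives have a fitted effect of over 50% in size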
Target sequence (O95398 whole entry, looked up): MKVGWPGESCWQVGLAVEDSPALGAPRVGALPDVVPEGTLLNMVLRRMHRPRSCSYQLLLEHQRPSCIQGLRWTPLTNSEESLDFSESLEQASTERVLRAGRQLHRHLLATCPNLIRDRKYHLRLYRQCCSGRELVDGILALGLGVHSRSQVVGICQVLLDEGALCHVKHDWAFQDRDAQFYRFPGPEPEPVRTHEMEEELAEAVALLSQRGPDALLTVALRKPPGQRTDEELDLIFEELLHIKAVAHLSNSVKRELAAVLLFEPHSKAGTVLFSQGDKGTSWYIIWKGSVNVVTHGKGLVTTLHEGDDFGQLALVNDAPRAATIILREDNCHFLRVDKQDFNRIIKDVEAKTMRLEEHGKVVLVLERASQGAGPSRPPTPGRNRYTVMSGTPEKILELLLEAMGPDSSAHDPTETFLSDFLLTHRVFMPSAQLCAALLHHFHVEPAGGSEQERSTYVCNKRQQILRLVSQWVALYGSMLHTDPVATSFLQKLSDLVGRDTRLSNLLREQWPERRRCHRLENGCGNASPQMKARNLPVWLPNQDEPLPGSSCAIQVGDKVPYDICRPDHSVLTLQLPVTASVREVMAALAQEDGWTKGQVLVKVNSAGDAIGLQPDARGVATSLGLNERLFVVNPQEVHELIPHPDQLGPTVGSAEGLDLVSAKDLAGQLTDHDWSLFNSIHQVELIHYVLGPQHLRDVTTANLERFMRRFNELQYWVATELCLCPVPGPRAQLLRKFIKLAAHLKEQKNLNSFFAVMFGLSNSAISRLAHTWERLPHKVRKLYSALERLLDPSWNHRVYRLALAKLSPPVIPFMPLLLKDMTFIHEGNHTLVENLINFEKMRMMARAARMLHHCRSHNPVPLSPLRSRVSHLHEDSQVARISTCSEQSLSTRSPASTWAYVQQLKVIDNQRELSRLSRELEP
EPAC1 agonist = EPAC1 (human) agonism | actives 0.073% (n = 360,000) | Potency, µM (titrated, usually from 154 µM), for inactives: at the highest dose activation, hits mostly activators | EPAC1 agonist qHTS, biochemical assay; response scale: 100% = response to 6.5 mM cAMP; further: potency means the concentration at half of the fitted maximal effect; nearly all actives have a fitted effect of over 60% in size
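Nucleotide exchange assay: 100 nM EPAC1 with 250 nM Rap1B loaded with BODIPY-GDP and 50 uM GDP, room temperature. Fluorescence (480/540 nm) read every 5 min for 30 min; signal change normalized to 6.5 mM cAMP as full agonist.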
EPAC2 antagonist = blocks human EPAC2 exchange factor; actives 0.18% (n = 360,000); EPAC2 GEF exchange of Rap1B-BODIPY-GDP, fluorescence; Potency, µM (doses to about 114 µM), inactives show top-dose activity, negative = inhibition, hits mostly inhibitors; further: potency means the concentration at half of the fitted maximal effect; on the % scale 0 is the no-effect control and ±100 the full control effect; nearly all actives have a fitted effect of over 45% in size; many of its hits are not listed in these tables
WRN helicase inh = inhibitors of human WRN helicase. actives 0.46% (n = 360,000). WRN helicase unwinding, fluorescent forked duplex, kinetic. Q14191. Potency, µM (titrated, usually from 114 µM), without a hit: top-dose activity change, negative = inhibition, hits mostly inhibitors; further: potency means the concentration at half of the fitted maximal effect; on the % scale 0 is the no-effect control and ±100 the full control effect; nearly all actives have a fitted effect of over 55% in size
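Screening of the MLSMR collection measured strand separation of a quenched forked DNA duplex (100 nM) by 20 nM WRN with 2 mM ATP, all final. Compounds were preincubated with enzyme 15 min at room temperature.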
An asterisk follows results filed as active; [ ] = another dose, or the depositor's remark. Unless noted, the call rests on the fitted dose curve; in most records, active means well fitted curve in the direction sought with a large enough effect; inconclusive means small, poorly fitted or top-dose-only effect, or another doubt; inactive means no such curve, though single readings can be large; an effect the other way counts as inactive or inconclusive.

`Cc1ccc([C@@H]2CC(=O)[C@@H]3CN(S(=O)(=O)c4ccc(C)cc4)[C@H](c4ccccc4F)C[C@@H]3N2S(=O)(=O)c2ccc(C)cc2)cc1` gave PLK1 PBD block -14%, PI5P4K alpha inh 1, CCT chaperon mod -2.5, EPAC1 antag 3%, EPAC1 agonist 2%, EPAC2 antagonist -1% and WRN helicase inh 1%.
For Cn1cc(SCC(=O)NCc2ccc(F)cc2)c2ccccc21 the results were PLK1 PBD block inconclusive, Mm-Cpn inhibitor -4%, PI5P4K alpha inh 4, CCT chaperon mod -0.1, EPAC1 antag 5%, EPAC1 agonist 3%, EPAC2 antagonist -14% and WRN helicase inh -2%.
For Cc1cccc(C(=O)O[C@H]2[C@H](Cc3ccccc3)NS(=O)(=O)[C@H]3CC4C=C[C@]23O4)c1 the results were PLK1 PBD block 0%, Mm-Cpn inhibitor inconclusive, PI5P4K alpha inh -12, CCT chaperon mod 0.9, EPAC1 antag -8%, EPAC1 agonist -4%, EPAC2 antagonist -12% and WRN helicase inh -1%.
`Cc1cc2sc(NC(=O)c3ccco3)nc2cc1Cl` gave PLK1 PBD block -6%, Mm-Cpn inhibitor -4%, PI5P4K alpha inh 1, CCT chaperon mod -0.1, EPAC1 antag 0%, EPAC1 agonist 9%, EPAC2 antagonist 2% and WRN helicase inh -4%.
CCCN1C(=O)SC(CC(=O)Nc2cccc3ccccc23)C1=O (stereo not drawn) was read as PLK1 PBD block -17%, Mm-Cpn inhibitor 1%, PI5P4K alpha inh -9, CCT chaperon mod -3.7, EPAC1 antag 17%, EPAC1 agonist -8%, EPAC2 antagonist 15% and WRN helicase inh -2%[57.1 µM].
Screening CN1CCN(C2=CC3=CC(=C(C#N)C#N)CCC3CC2)CC1 (stereo not drawn) returned PLK1 PBD block -40%, Mm-Cpn inhibitor -9%, PI5P4K alpha inh 2, CCT chaperon mod 0.4, EPAC1 agonist 28µM*, EPAC2 antagonist 213%[activator] and WRN helicase inh -6%.
For Cc1ccc(OCC(=O)NNC(=O)c2ccco2)c(C)c1 the results were PLK1 PBD block -10%, Mm-Cpn inhibitor 0%, PI5P4K alpha inh -4, CCT chaperon mod -22, EPAC1 antag -10%, EPAC1 agonist 0%, EPAC2 antagonist 11% and WRN helicase inh 10%.
For Cc1ccc(S(=O)(=O)CCC(=O)NCCN2C(=O)S/C(=C\c3ccccc3)C2=O)cc1 the results were PLK1 PBD block -8%, Mm-Cpn inhibitor 0%, PI5P4K alpha inh 2, CCT chaperon mod -1.7, EPAC1 antag -8%, EPAC1 agonist -6%, EPAC2 antagonist 10% and WRN helicase inh 2%.
For Cc1cccc(C)c1NC(=O)C1(C)CN(S(C)(=O)=O)CC(=O)N1Cc1cccc(F)c1 (stereo not drawn) the results were PLK1 PBD block -17%, PI5P4K alpha inh 0, EPAC1 antag 2%, EPAC1 agonist 5%, EPAC2 antagonist 20% and WRN helicase inh -3%.
Screening Cc1ccc(S(=O)(=O)N2CCC(C(=O)N3CCc4ccccc43)CC2)cc1C returned PLK1 PBD block -7%, Mm-Cpn inhibitor -1%, PI5P4K alpha inh 0, CCT chaperon mod -1.2, EPAC1 antag 15%, EPAC1 agonist 17%, EPAC2 antagonist 7% and WRN helicase inh -6%.
Screening NC(=O)C1CCCN(Cc2c(C(=O)N3CCc4ccccc4C3)nc3ccc(Cl)cn23)C1 (stereo not drawn) returned PLK1 PBD block -17%, Mm-Cpn inhibitor 0%, PI5P4K alpha inh 5, CCT chaperon mod -7.4, EPAC1 antag 14%, EPAC1 agonist 4%, EPAC2 antagonist 1% and WRN helicase inh 0%.
For Cc1ccc(S(=O)(=O)c2nc(S(C)(=O)=O)sc2N2CCN(C)CC2)cc1 the results were PLK1 PBD block -6%, Mm-Cpn inhibitor -4%, PI5P4K alpha inh -5, CCT chaperon mod -2.6, EPAC1 antag 16%, EPAC1 agonist -7%, EPAC2 antagonist 2% and WRN helicase inh -2%[57.1 µM].
For CCCNC(=O)c1ccccc1NC(=O)c1ccc2c(c1)NC(=O)C(C)S2 (stereo not drawn) the results were PLK1 PBD block -10%, Mm-Cpn inhibitor 0%, PI5P4K alpha inh -10, CCT chaperon mod -0.9, EPAC1 antag -10%, EPAC1 agonist 13%, EPAC2 antagonist -6% and WRN helicase inh -5%.
COc1ccc(/C=C(\NC(=O)c2ccc(OC)c(OC)c2)C(=O)N2CCN(C)CC2)cc1 was read as PLK1 PBD block 1%, Mm-Cpn inhibitor 0%, PI5P4K alpha inh -7, CCT chaperon mod 0.5, EPAC1 antag -2%, EPAC1 agonist 8%, EPAC2 antagonist 0% and WRN helicase inh -6%.
CCn1c(CNC(=O)COC)nc2ccccc21 was read as PLK1 PBD block -2%, Mm-Cpn inhibitor inconclusive, PI5P4K alpha inh -7, CCT chaperon mod -21, EPAC1 antag inconclusive, EPAC1 agonist 1%, EPAC2 antagonist -6% and WRN helicase inh 5%.
Screening NS(=O)(=O)c1ccc(-c2cccc(/C=C3\SC(=O)NC3=O)c2)cc1 returned PLK1 PBD block -25%, Mm-Cpn inhibitor -2%, PI5P4K alpha inh -56*, CCT chaperon mod -1.4, EPAC1 antag inconclusive, EPAC1 agonist -25%, EPAC2 antagonist inconclusive and WRN helicase inh -16%.
Screening Cc1ccc(S(=O)(=O)N2C[C@H]3[C@H]4C(=O)N(C)C(=O)[C@H]4CC(=O)[C@H]3[C@@H]2c2ccccc2F)cc1 returned PLK1 PBD block 1%, PI5P4K alpha inh 1, CCT chaperon mod -0.2, EPAC1 antag -16%, EPAC1 agonist -11%, EPAC2 antagonist 7% and WRN helicase inh 0%.
For CC(C)NC(=O)N(C)C[C@H]1Oc2cc(Br)ccc2S(=O)(=O)N([C@H](C)CO)C[C@H]1C the results were PLK1 PBD block -15%, PI5P4K alpha inh 7, CCT chaperon mod -2.3, EPAC1 antag 10%, EPAC1 agonist 9%, EPAC2 antagonist -5% and WRN helicase inh -13%.
For COCCNC(=O)COC(=O)C1=Cc2ccccc2OC1 the results were PLK1 PBD block -6%, Mm-Cpn inhibitor 0%, PI5P4K alpha inh 8, CCT chaperon mod -0.4, EPAC1 antag -8%, EPAC1 agonist -4%, EPAC2 antagonist 7% and WRN helicase inh 3%.
`NCCCC[C@@H]1NC(=O)c2cc([N+](=O)[O-])cc(I)c2SC[C@@H](C(=O)NCC(N)=O)NC(=O)CNC1=O` gave PLK1 PBD block -17%, Mm-Cpn inhibitor -2%, PI5P4K alpha inh 4, CCT chaperon mod 1.6, EPAC1 antag 2%, EPAC1 agonist -14%, EPAC2 antagonist 2% and WRN helicase inh inconclusive.
O=C(Cn1ncc2c(=O)oc3ccccc3c21)N1CCC(N2CCCCC2)CC1 was read as PLK1 PBD block -3%, Mm-Cpn inhibitor 0%, PI5P4K alpha inh -7, CCT chaperon mod -0.1, EPAC1 antag 10%, EPAC1 agonist -3%, EPAC2 antagonist 14% and WRN helicase inh 4%.
Screening CCc1nnc(NS(=O)(=O)c2ccccc2)s1 returned PLK1 PBD block 5%, Mm-Cpn inhibitor 1%, PI5P4K alpha inh -1, CCT chaperon mod 1.9, EPAC1 antag -5%, EPAC1 agonist 4%, EPAC2 antagonist -3% and WRN helicase inh -4%[57.1 µM].
For COc1ccc(CCNS(=O)(=O)c2ccc3c(c2)NC(=O)CO3)cc1OC the results were PLK1 PBD block -16%, Mm-Cpn inhibitor 1%, PI5P4K alpha inh 1, CCT chaperon mod -2.1, EPAC1 antag 0%, EPAC1 agonist 4%, EPAC2 antagonist -5% and WRN helicase inh 6%.
`CCN(C(=O)CN1CCCC(C)C1)c1c(N)n(Cc2ccccc2)c(=O)[nH]c1=O` (stereo not drawn) gave PLK1 PBD block 3%, Mm-Cpn inhibitor 0%, PI5P4K alpha inh 3, CCT chaperon mod -3.7, EPAC1 antag 13%, EPAC1 agonist 8%, EPAC2 antagonist 0% and WRN helicase inh 5%.

Some of these compounds in order of SMILES length, largest number first:
Screening NS(=O)(=O)c1ccc(-c2cccc(/C=C3\SC(=O)NC3=O)c2)cc1 returned PLK1 PBD block -25%, Mm-Cpn inhibitor -2%, PI5P4K alpha inh -56*, CCT chaperon mod -1.4, EPAC1 antag inconclusive, EPAC1 agonist -25%, EPAC2 antagonist inconclusive and WRN helicase inh -16%.
CCCN1C(=O)SC(CC(=O)Nc2cccc3ccccc23)C1=O (stereo not drawn) was read as PLK1 PBD block -17%, Mm-Cpn inhibitor 1%, PI5P4K alpha inh -9, CCT chaperon mod -3.7, EPAC1 antag 17%, EPAC1 agonist -8%, EPAC2 antagonist 15% and WRN helicase inh -2%[57.1 µM].
Screening CCc1nnc(NS(=O)(=O)c2ccccc2)s1 returned PLK1 PBD block 5%, Mm-Cpn inhibitor 1%, PI5P4K alpha inh -1, CCT chaperon mod 1.9, EPAC1 antag -5%, EPAC1 agonist 4%, EPAC2 antagonist -3% and WRN helicase inh -4%[57.1 µM].

(more compounds)
Screening CC1(C)CC(NC(=O)c2cc([N+](=O)[O-])cc([N+](=O)[O-])c2)CC(C)(C)N1 returned PLK1 PBD block -2%, Mm-Cpn inhibitor 1%, PI5P4K alpha inh 2, CCT chaperon mod 0.7, EPAC1 antag 0%, EPAC1 agonist -6%, EPAC2 antagonist 19% and WRN helicase inh 4%.
`COc1ccc(-c2noc(C3CCCN(S(=O)(=O)c4cccc(Cl)c4C)C3)n2)cc1OC` (stereo not drawn) gave PLK1 PBD block 0%, Mm-Cpn inhibitor 2%, CCT chaperon mod 0.6, EPAC1 antag 1%, EPAC1 agonist 19%, EPAC2 antagonist -7% and WRN helicase inh -17%.
CSc1ccc(OCC(=O)Nc2ccc(N3CCOCC3)c(Cl)c2)cc1 was read as PLK1 PBD block -9%, Mm-Cpn inhibitor -1%, PI5P4K alpha inh -1, CCT chaperon mod -0.7, EPAC1 antag -10%, EPAC1 agonist 14%, EPAC2 antagonist -4% and WRN helicase inh -22%.
For CC(=O)Nc1ccc(NC(=O)COC(=O)C2CCCCC2)cc1 the results were PLK1 PBD block 0%, Mm-Cpn inhibitor -1%, PI5P4K alpha inh -4, CCT chaperon mod -1.5, EPAC1 antag -2%, EPAC1 agonist -3%, EPAC2 antagonist 1% and WRN helicase inh 2%.
For O=C(NN=Cc1c(O)ccc2ccccc12)C1CC1 the results were PLK1 PBD block -9%, PI5P4K alpha inh -1, CCT chaperon mod 0.4, EPAC1 antag inconclusive, EPAC1 agonist -4%, EPAC2 antagonist inconclusive and WRN helicase inh -14%.
For O=C(Cn1cc2c(n1)CCCC2)Nc1cc(-c2cccc(Cl)c2)no1 the results were PLK1 PBD block -1%, Mm-Cpn inhibitor 0%, PI5P4K alpha inh -1, CCT chaperon mod 0.5, EPAC1 antag -12%, EPAC1 agonist -4%, EPAC2 antagonist 0% and WRN helicase inh -5%.

Screens from PubChem.

An excerpt (hit frequency here may not be typical).
